From PubChem BioAssay
FEN1 inhibitor = blocks human flap endonuclease 1; P39748; Recombinant FEN1 flap cleavage, fluorescence, 15 min; Potency, µM (highest dose often 114 µM), for the others: at the top dose activity change, negative = inhibition, actives largely listed as inhibitors; actives 0.35% (n = 390,000); AID 588795; also: nearly all actives have a fitted effect of over 65% in size
Target sequence (P39748 whole entry, looked up): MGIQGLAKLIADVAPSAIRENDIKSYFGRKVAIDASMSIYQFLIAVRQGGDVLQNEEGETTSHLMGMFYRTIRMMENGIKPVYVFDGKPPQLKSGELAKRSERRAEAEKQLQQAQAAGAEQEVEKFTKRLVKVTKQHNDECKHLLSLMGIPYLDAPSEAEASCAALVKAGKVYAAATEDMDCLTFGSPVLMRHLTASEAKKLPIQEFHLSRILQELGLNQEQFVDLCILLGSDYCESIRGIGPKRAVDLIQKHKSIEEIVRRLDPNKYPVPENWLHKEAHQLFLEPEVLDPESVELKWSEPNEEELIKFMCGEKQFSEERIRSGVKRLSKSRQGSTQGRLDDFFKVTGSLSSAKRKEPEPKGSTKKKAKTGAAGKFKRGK
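Recombinant FEN1 (10 nM) was preincubated with pin-transferred compounds for 15 min at room temperature, then flap DNA substrate (50 nM final) was added. Plates were read at 0 and 15 min, and normalized concentration–response data were fitted to a four-parameter Hill equation.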
TDP1 block = blocks human tyrosyl-DNA phosphodiesterase 1. recombinant TDP1, AlphaScreen DNA substrate cleavage. Potency, µM (titrated, usually from 130 µM), inactives show at the highest dose activity change, negative = inhibition, hits mostly inhibitors. actives 0.28% (n = 350,000); also: nearly all actives have a fitted effect of over 40% in size
Target sequence (Q9NUW8 whole entry, looked up): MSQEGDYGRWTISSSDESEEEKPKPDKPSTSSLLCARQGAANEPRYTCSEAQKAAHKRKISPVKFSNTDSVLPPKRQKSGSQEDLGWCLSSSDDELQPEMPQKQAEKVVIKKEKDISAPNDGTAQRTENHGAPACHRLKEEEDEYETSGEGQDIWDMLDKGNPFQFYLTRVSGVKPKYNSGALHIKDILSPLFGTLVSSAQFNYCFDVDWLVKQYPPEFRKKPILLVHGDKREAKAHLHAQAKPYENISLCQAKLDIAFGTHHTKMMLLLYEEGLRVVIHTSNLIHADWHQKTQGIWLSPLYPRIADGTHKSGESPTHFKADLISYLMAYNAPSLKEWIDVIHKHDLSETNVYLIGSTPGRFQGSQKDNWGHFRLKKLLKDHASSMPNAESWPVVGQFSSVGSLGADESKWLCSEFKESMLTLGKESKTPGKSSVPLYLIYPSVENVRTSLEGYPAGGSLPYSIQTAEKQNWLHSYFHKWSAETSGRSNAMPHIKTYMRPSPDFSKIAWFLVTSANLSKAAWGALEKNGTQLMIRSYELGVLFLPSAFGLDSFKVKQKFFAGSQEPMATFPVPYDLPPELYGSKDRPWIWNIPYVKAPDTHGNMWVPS
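Steps: enzyme plus compound, 15 min RT; add biotin/phosphotyrosine-FITC oligonucleotide (15 nM final), react 5 min; add donor/acceptor beads (10 ug/ml final), 10 min; read AlphaScreen. Tdp1 at 1 nM final.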
N370S GC mod = inhibits or activates N370S mutant glucocerebrosidase. P04062. N370S GC spleen homogenate, 4MU-glucoside fluorescence. Potency, µM (doses to about 59.4 µM), without a hit: at the top dose activity change, negative = inhibition, most hits filed as inhibitors. actives 0.092% (n = 330,000). AID 2101;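 also: 0% = full enzyme activity and -100% = no enzyme basal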
* = called active by the depositor; ? = inconclusive; nt = no result given; & = joins results of further samples; [ ] = another dose, or the depositor's remark. Calls follow the shape of the dose curve; as a rule, active = well fitted curve in the direction sought with a large enough effect; inconclusive = small, poorly fitted or top-dose-only effect, or another doubt; inactive = no such curve, though single readings can be large; an effect the other way counts as inactive or inconclusive. Unless noted, % is scaled to controls: 0 for no effect and ±100 for the full control effect; potency is read from the fitted curve at half-maximal effect.

SMILES	FEN1 inhibitor	TDP1 block	N370S GC mod
Cn1c(=O)c(C(=O)NCc2ccc(Cl)cc2)c(O)c2ccccc21	6%	nt	-12%
CCOC(=O)Nc1ccc(NC(=O)OCC)cc1	-7%	4%	2%
O=C1c2ccccc2NC(c2cccc(O)c2)N1c1ccccc1 (stereo not drawn)	-15%	nt	29%
CC(=O)NCCc1nc2cc(NC(=O)c3ccccc3Cl)ccc2n1C	-5%	nt	-9%
O=C(Cn1ncc2c3ccccc3n(Cc3ccc(F)cc3)c2c1=O)NCCCN1CCCCC1	15%	3%	nt
Cn1c(NC(=O)Cc2cccc3ccccc23)cc(=O)n(C)c1=O	10%	5%	-6%
COCC1CCCCN1C(=O)c1ccc2oc(CCCc3ccccc3)nc2c1 (stereo not drawn)	-3%	4%	-3%
CCOC(=O)N1CCN(C(=O)c2ccc(C)c(S(=O)(=O)N3CCCCC3)c2)CC1	3%	2%[56.1 µM]	-8%
CCCc1cc(=O)n2c(C(=O)Nc3ccc(OCC)cc3)c(C(=O)Nc3ccc(C)cc3)sc2n1	-3%	-4%	nt
CCCC(=O)NC(Nc1cc(C(F)(F)F)ccc1Cl)C(Cl)(Cl)Cl (stereo not drawn)	16%	-14%	-1%
COc1ccc(C(=O)Nc2c(N)nc(SCC(=O)N3CCCCCC3)[nH]c2=O)cc1OC	-13%	3%	4%
Oc1nc(-c2ccc(Cl)cc2)n2ccncc12	1%	2%	-4%
Cc1cc(NC(=O)c2oc3ccccc3c2C)ccc1-n1cnnn1	-1%	2%	17%
O=C(C(Cc1ccccc1)N1C(=O)c2ccccc2C1=O)N1CCc2ccccc21 (stereo not drawn)	-5%	2%	21%
Cc1c(OCC(=O)NC(Cc2ccc(Cl)cc2)C(=O)O)ccc2c3c(c(=O)oc12)CCCC3 (stereo not drawn)	1%	nt	-7%
COc1c(O)cc2oc(-c3ccc(O)c(O)c3)cc(=O)c2c1O	18µM*	8%&-5%	?
O=C(CNC(=O)c1ccco1)NCc1nc2ccccc2[nH]1	2%	4%[56.1 µM]	-1%
O=C(CSc1nc2[nH]c(=O)cc(O)c2s1)NCCc1ccccc1	-5%	0%	-3%
O=[N+]([O-])c1cccc(-c2nc(-c3ccccn3)no2)c1	-19%	nt	-3%
Cc1c(N(C)S(=O)(=O)c2cc(C(=O)NCC3CCCO3)ccc2Cl)c(=O)n(-c2ccccc2)n1C (stereo not drawn)	3%	nt	-4%
O=C(Cc1cccs1)Nc1ccc(N2CCOCC2)cc1	-2%	-1%	0%
C=C(C)CNC(=S)N/N=C/c1ccccc1OCC(=O)O	4%	5%	1%
COC(=O)Cc1ccc(NC(=O)c2ccccc2Cl)cc1	20%	-3%	-12%
Cc1ccc(-c2nnn(CC(=O)N(C)C3CCCCC3)n2)o1	15%	3%	6%
CS(=O)(=O)n1nc(-c2cccnc2)nc1NCc1ccccc1	1%	-1%	1%

Exported with each value named: three of the compounds above.
COC(=O)Cc1ccc(NC(=O)c2ccccc2Cl)cc1
- FEN1 inhibitor: 20%
- TDP1 block: -3%
- N370S GC mod: -12%
Cc1ccc(-c2nnn(CC(=O)N(C)C3CCCCC3)n2)o1
- FEN1 inhibitor: 15%
- TDP1 block: 3%
- N370S GC mod: 6%
COc1ccc(C(=O)Nc2c(N)nc(SCC(=O)N3CCCCCC3)[nH]c2=O)cc1OC
- FEN1 inhibitor: -13%
- TDP1 block: 3%
- N370S GC mod: 4%

Next section:
SMILES	FEN1 inhibitor	TDP1 block	N370S GC mod
CCN(CC)S(=O)(=O)c1ccc2c(c1)N(CC(=O)NCc1ccco1)C(=O)CO2	-13%	5%	7%
CC(=O)Nc1ccn(C2OC(C(COC(C)=O)NC(=O)C(C)NC(=O)OC(C)(C)C)C(OC(C)=O)C2OC(C)=O)c(=O)n1 (stereo not drawn)	4%	7%	-3%
CCCCC(=O)NNC(=S)NC(=O)c1cccc([N+](=O)[O-])c1	-7%	-4%	-13%
CCC1(CC)NC(=O)N(CC(=O)OCC(=O)Nc2cc(C)ccc2C)C1=O	22%	-2%	5%
CC(C)CC1NC(=O)N(CC(=O)Nc2ccc(-c3ccccc3)cc2)C1=O (stereo not drawn)	4%	3%	nt
CCCOc1ccc(N2CC(C(=O)Nc3cccc(Cl)c3Cl)CC2=O)cc1 (stereo not drawn)	-1%	1%[12.3 µM]	nt
Cc1cccc(C)c1NC(=O)/C(C#N)=C/c1cccs1	-4%	0%	nt
CCOc1cccc(C(=O)N2CCC(c3nc4ccccc4s3)CC2)c1	5%	-2%	nt
COc1ccc(-c2cc(C(=O)OCC(=O)N3CCOCC3)c3ccccc3n2)cc1	-29%	-5%	nt
Cc1cccc(C(=O)NCC(=O)OCC(=O)NC2CCCCC2)c1	15%	1%	nt
N=C(c1ccc([N+](=O)[O-])cc1)N1CCCCCC1	-2%	1%	3%
CCCN(CC(=O)Nc1ccccc1C)C(=O)C1CCN(S(=O)(=O)c2ccccc2C(F)(F)F)CC1	-1%	0%	-17%
Cc1cccc(C)c1NC(=O)Cn1c(=O)n(Cc2ccccc2Cl)c(=O)c2cccnc21	4%	-3%	nt
COc1ccc(C2C(C(N)=O)=C(C)Nc3ncnn32)cc1 (stereo not drawn)	28%	4%	-9%
CCCc1cc(=O)[nH]c(SCC(=O)N2c3ccccc3NC(=O)C2(C)C)n1	17%	-8%	nt
CSc1nc(C)c(CCOC(=O)c2cccc(Cl)c2)c(=O)[nH]1	0%	6%	2%
O=C(OCc1nnc(-c2ccccc2)o1)c1ccc([N+](=O)[O-])o1	?	-2%	0%
O=C(NCc1cccc(Br)c1)c1ccc(-n2cnc3cccnc32)cc1	-14%	0%	nt
CCOC(=O)C1CCCN(Cc2c(Cl)cccc2Cl)C1 (stereo not drawn)	0%	nt	-9%
O=C(c1cccc([N+](=O)[O-])c1)c1ccc2c(c1)OCCOCCOCCOCCO2	4%	5%	0%
CC(C)COc1ccc(C(=O)Nc2ccc([N+](=O)[O-])cc2)cc1	3%	0%	10%
O=C(CN1CCN(Cc2ccc(Cl)cc2)C1=O)NCCCN1CCN(c2ccc(F)cc2)CC1	-16%	2%	-18%
O=C1c2cccc3cccc(c23)C(=O)N1CCCCCc1n[nH]c(=S)o1	-12%	11%	-4%
COC(=O)c1sccc1NC(=S)N1CCCC(C)C1 (stereo not drawn)	-6%	5%	3%
CC(c1ccccc1F)n1cc(C(=O)NCCCc2nc3ccccc3[nH]2)nn1 (stereo not drawn)	0%	-1%	-15%

Part of the list above in another layout:
Under each structure – FEN1 inhibitor, TDP1 block, N370S GC mod
O=C(c1cccc([N+](=O)[O-])c1)c1ccc2c(c1)OCCOCCOCCOCCO2
    4%, 5%, 0%
CCCCC(=O)NNC(=S)NC(=O)c1cccc([N+](=O)[O-])c1
    -7%, -4%, -13%
CCCOc1ccc(N2CC(C(=O)Nc3cccc(Cl)c3Cl)CC2=O)cc1 (stereo not drawn)
    -1%, 1%[12.3 µM], nt
CC(C)CC1NC(=O)N(CC(=O)Nc2ccc(-c3ccccc3)cc2)C1=O (stereo not drawn)
    4%, 3%, nt

(listing goes on)
SMILES	FEN1 inhibitor	TDP1 block	N370S GC mod
CC(C)=C1C2CCC1C1C(=O)N(NC(=O)c3ccco3)C(=O)C21 (stereo not drawn)	0%	0%	5%
CCC(=O)Nc1nc2ccccc2n1CCN(C)C	2%	4%	-7%
C/C(=C1/SC(N2CC(C)OC(C)C2)=NC1=O)c1ccccc1 (stereo not drawn)	3%	0%	2%
Cc1cccc(/C(N)=N/OC(=O)N2c3ccccc3Sc3ccccc32)c1	-22%	13%	7%
COc1ccc(CNC(=O)C(CC(C)C)NC(=O)c2ccccc2C)cc1 (stereo not drawn)	-1%	2%	-29%
CCn1cc(C(=O)NCc2ccccc2Cl)c(=O)c2cc(S(=O)(=O)N3CCOCC3)ccc21	-22%	0%	nt
CCN1C=C(Cc2ccc(F)cc2)C2=C(C1)C(c1ccc(F)cc1)C(C#N)=C(N)O2 (stereo not drawn)	-22%	6%	27%
CCOC(=O)c1sc(NC(=O)c2cc(-c3ccccc3C)nc3ccccc23)c(C#N)c1C	-1%	6%	-3%
COc1ccc(/C=N/Nc2cc(C)nc3ccccc23)cc1	40µM*	0%	-4%
CC(NC(=O)c1cc2cc(Cl)ccc2oc1=N)c1ccccc1 (stereo not drawn)	16%	1%[56.1 µM]	2%
CS(=O)(=O)Nc1ccccc1C(=O)OCC(=O)N1CCC(c2ccccc2)=N1	-12%	0%	nt
CCCSC1=C(C#N)C(c2cc(OC)ccc2OC)CC(=O)N1 (stereo not drawn)	21%	-3%	4%
O=[N+]([O-])c1cccc(-c2nnc3ccccn23)c1	-8%	nt	1%
O=C(CCC1CC(=O)Nc2ccccc21)NCc1ccc(F)cc1 (stereo not drawn)	2%	3%	2%
O=S(=O)(c1ccc(-c2nnco2)cc1)N1CCCCC1	-23%	nt	-5%
Cc1ccc(Cl)cc1NC(=O)COC(=O)CSc1ccccc1	-3%	-3%	nt
Nc1nc(N)c(-c2ccccc2)s1	1%	5%	nt
COc1ccc(C2=NN3C(=O)c4c(ccc(OC)c4OC)C3C2)cc1 (stereo not drawn)	3%	3%	0%
Nc1nn(-c2ccccc2)nc1C(=O)OCc1ccccc1Br	-20%	-6%	nt
COC(=O)CCC(=O)OC1(C)C(=O)C2=CN(CCc3c[nH]c4ccccc34)C(c3ccc(OC)cc3)=CC2=C(Br)C1=O (stereo not drawn)	10%	9%[12.3 µM]	-3%[12.8 µM]
O=C(CN1C(=O)NC2(CCCC2)C1=O)Nc1ccc(F)c(F)c1F	5%	3%	-18%
COC(C(=O)Nc1ccc(F)cc1F)c1ccccc1 (stereo not drawn)	3%	2%	21%
COc1cc(NC(=O)c2cccnc2SC)cc(OC)c1OC	-4%	3%	3%
CCc1ccc(NC(=O)C(Cc2ccccc2)NS(=O)(=O)c2ccc3c(c2)CCN3C(C)=O)cc1 (stereo not drawn)	-6%	-7%	nt
COC(=O)COc1cccc2c(=O)n(CC(=O)Nc3ccc4c(c3)OCCO4)ccc12	-8%	nt	4%
NCCCC[C@H](NC(=O)[C@@H]1CCCN1C(=O)[C@@H](N)CCCN=C(N)N)C(=O)N1CCC[C@H]1C(=O)N[C@@H](CCC(N)=O)C(=O)N[C@@H](CCC(N)=O)C(=O)N[C@@H](Cc1ccccc1)C(=O)O	nt	11%	-5%
O=C(O)CCC(=O)Nc1ccc(S(=O)(=O)Nc2nccs2)cc1	0%	-3%	20%
O=C(O)CCCNS(=O)(=O)c1cccs1	0%	4%	10%
COc1ccccc1-c1nnn(CC#N)n1	-1%	0%	-6%
O=[N+]([O-])c1ccn(-c2nc(-c3ccccc3)cc(C(F)(F)F)n2)n1	-27%	5%	-3%
COc1ccc(Cl)cc1NC(=O)C[n+]1cccc(C)c1	-5%	nt	-15%
O=C(NCc1ccccc1F)C1CCCN(C(=O)N2CCOc3ccccc32)C1 (stereo not drawn)	3%	4%	nt
CCOc1ccccc1CNC(=O)c1sc2ncccc2c1-n1cccc1	-8%	4%	nt
COc1cc(/C=N/NC(=O)c2ccc(-n3cccc3)cc2)ccc1O	-23%	3%	1%
COC(=O)C1(C(C[N+](=O)[O-])c2ccc(C)cc2)C(=O)NCC1c1ccco1 (stereo not drawn)	-4%	nt	3%
CCC/C(O)=C1\C(=O)CC(C)(C)CC1=NCCO	10%	2%	-26%
Cc1ccsc1C(=O)N1CCN(C(=O)c2ccco2)CC1	6%	1%	nt
CCOC(=O)[C@@]12C[C@@H]1/C(=N/O)c1ccccc1O2	nt	-12%[56.1 µM]	-3%
COc1cc2cc(Oc3ccc4ccc(=O)oc4c3)c(=O)oc2cc1OC(=O)/C=C/c1ccccc1	-30%	-5%	0%
Cc1cccc(NS(=O)(=O)c2cc(OCC(N)=O)c(C)cc2Cl)c1	-1%	7%	4%
Cc1cc(Cl)c2oc(C(=O)NC3CCC(O)CC3)c(C)c2c1 (stereo not drawn)	8%	nt	1%
COc1ccc(C(=O)COc2ccccc2C(=O)Nc2ccccc2)cc1	-16%	0%	10%
O=C(OCC(=O)c1cccs1)c1ccc([N+](=O)[O-])o1	-12%	-11%	7%
CNc1nc(Cl)nc(Nc2ccccc2)n1	-14%	3%	-4%
CCOc1ccc(NC(=O)c2ccc3c(c2)CCN3S(C)(=O)=O)cc1	17%	nt	-4%
CCOC(=O)CSc1nc2sc(C(=O)O)c(C)c2c(=O)[nH]1	-2%	3%	-10%
COc1ccccc1NC(=O)CN1C(=O)CSC(C)C1=O (stereo not drawn)	-2%	0%	18%
O=c1cc(Cl)[nH]c(=O)n1Cc1ccccc1	2%	nt	4%
COc1ccc(-c2noc(-c3ccc(NCC4CCCO4)c([N+](=O)[O-])c3)n2)cc1OC (stereo not drawn)	2%	9%	nt
COCCCNC(=S)Nc1ccc(C)cc1[N+](=O)[O-]	-5%	0%	-3%
